Compound activity from PubChem BioAssay.
SRC3 inh: inhibitors of human steroid receptor coactivator 3 (SRC3); HEK293 GAL4-SRC3 luciferase reporter, luminescence; inhibition, % at 3.6 µM; 360,000 tested, 0.17% active;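 active = inhibition above a per-campaign cutoff, the mean of all compounds plus 3 SD, cut at about 60% in these data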;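 also: 0% = DMSO-treated cells and 100% = gossypol-treated cells at 36 µM; higher means less SRC3-driven luciferase light from the GAL4 reporter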
TWEAK-Fn14 inh: blocks TWEAK-Fn14 interaction in a reporter cell assay | inhibition, % at 10 µM | TWEAK-stimulated Fn14 reporter cells, luciferase luminescence, 8 h | 360,000 tested, 2% active | AID 1159606; in the data active = inhibition above about 50%
Exocytosis inh: blocks lytic granule exocytosis; TALL-104 LAMP-1 surface exposure, flow cytometry; cells stimulated with thapsigargin and PMA; inhibition, % at 10 µM; 360,000 tested, 0.66% active;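 active = inhibition above about 55%, limit read from the data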
LRH-1 inv ag: inverse agonists of human LRH-1 (NR5A2). inhibition, % at 3.6 µM. O00482. 360,000 tested, 0.13% active. AID 602396. HEK293T StAR-luciferase reporter, LRH-1 transfected, 24 h;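 active = inhibition above the mean inhibition of all tested compounds plus 3 SD, cut at about 73% in these data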;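 also: 0% = DMSO wells and 100% = reporter-only cells lacking LRH-1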
NCOA1 inh: human NCOA1 inhibition; HEK293 GAL4-SRC1 luciferase reporter, luminescence; inhibition, % at 3.6 µM; 360,000 tested, 0.12% active;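 active = inhibition above the campaign mean plus 3 SD, with each screening campaign given its own cutoff, cut at about 60% in these data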;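 also: 0% = DMSO treated cells and 100% = gossypol at 36 µM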
SRC2 inh: human SRC2 (NCOA2) inhibition; Q15596; HEK293 GAL4-SRC2 luciferase reporter, luminescence; inhibition, % at 9 µM; 370,000 tested, 0.17% active;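 active = inhibition above the mean inhibition of all tested compounds plus 3 SD, set per campaign, cut at about 52% in these data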;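 also: 0% = DMSO treated cells and 100% = cells given Gossypol at 36 µM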
ABHD5-PLIN5 inh: ABHD5-PLIN5 protein interaction inhibition. inhibition, % at 4 µM. 360,000 tested, 0.78% active. Split G. princeps luciferase complementation, luminescence, 4 h. Q00G26+Q8WTS1;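 active = inhibition above the mean inhibition across every tested compound plus 3 SD, cut at about 22% in these data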;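 also: 0% = DMSO only wells and the 100% control is not disclosed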
Target sequence (Q00G26 whole entry, looked up): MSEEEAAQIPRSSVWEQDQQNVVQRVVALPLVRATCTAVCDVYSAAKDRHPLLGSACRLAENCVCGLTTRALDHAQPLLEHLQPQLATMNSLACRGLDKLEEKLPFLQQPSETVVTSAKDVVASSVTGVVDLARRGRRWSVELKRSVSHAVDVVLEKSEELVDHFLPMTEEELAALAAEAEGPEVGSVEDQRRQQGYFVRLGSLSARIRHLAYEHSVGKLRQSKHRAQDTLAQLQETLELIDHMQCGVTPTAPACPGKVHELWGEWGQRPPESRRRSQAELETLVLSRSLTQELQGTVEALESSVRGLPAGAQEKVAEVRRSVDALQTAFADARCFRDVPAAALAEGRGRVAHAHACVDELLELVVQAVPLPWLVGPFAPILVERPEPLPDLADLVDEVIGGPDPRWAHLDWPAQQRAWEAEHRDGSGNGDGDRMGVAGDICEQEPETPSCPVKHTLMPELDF
Target sequence (Q8WTS1 whole entry, looked up): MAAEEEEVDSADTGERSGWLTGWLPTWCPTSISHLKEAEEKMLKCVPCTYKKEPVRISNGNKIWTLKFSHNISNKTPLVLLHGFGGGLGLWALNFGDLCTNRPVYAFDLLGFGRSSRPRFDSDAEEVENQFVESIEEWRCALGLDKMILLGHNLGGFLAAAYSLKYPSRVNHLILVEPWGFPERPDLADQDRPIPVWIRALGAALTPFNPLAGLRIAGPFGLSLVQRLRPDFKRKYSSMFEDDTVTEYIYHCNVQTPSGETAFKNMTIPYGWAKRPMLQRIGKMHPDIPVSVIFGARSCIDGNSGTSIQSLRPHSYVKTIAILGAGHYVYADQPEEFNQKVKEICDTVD
TLR9-MyD88 block: blocks human TLR9 binding to MyD88 | inhibition, % at 4.98 µM | CHO BLA complementation TLR9-MyD88, CCF4 FRET ratio | 340,000 tested, 0.21% active;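 active = inhibition above the mean over all tested compounds plus 3 SD, cut at about 21% in these data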;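 also: 0% = DMSO only wells and 100% = clavulanate BLA inhibitor control wells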
COUP-TFII inh: NR2F2 (human) inhibition, primary screen. 370,000 tested, 0.7% active. P24468. inhibition, % at 8.6 µM. AID 686940. HEK293T NGFI-A luciferase reporter, luminescence;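 active = inhibition above a per-plate cutoff, mean inhibition of test wells between control levels plus 3 SD, cut at about 38% in these data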;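 also: cells cotransfected with COUP-TFII expression vector driving the NGFI-A reporter; 0% = median of COUP-TF2 test wells and 100% = reporter-only cells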
TROY NFkB inh: inhibitors of TROY-dependent NF-kB signaling; inhibition, % at 10 µM; 360,000 tested, 0.98% active; Q293 LMP1-TROYcd NF-kB luciferase reporter, 4 h;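 active = compounds whose plate-normalised and pattern-corrected inhibition of the luciferase reporter signal at the single screening dose is 50% or more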
NOD2-RIPK2 inh: blocks binding of human NOD2 to RIPK2 | O43353 | CHO BLA complementation NOD2-RIPK2, CCF4 ratio | inhibition, % at 4.98 µM | 360,000 tested, 0.38% active; in the data active = inhibition above about 21%;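 also: 0% = vehicle only and 100% = reference blocker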
Active calls of the source: *; . = not tested or not shown. Some of the compounds tested, so the mix of outcomes need not match the whole.

SMILES	SRC3 inh	TWEAK-Fn14 inh	Exocytosis inh	LRH-1 inv ag	NCOA1 inh	SRC2 inh	ABHD5-PLIN5 inh	TLR9-MyD88 block	COUP-TFII inh	TROY NFkB inh	NOD2-RIPK2 inh
C=CCC1NCCc2c(Br)cccc21 (stereo not given)	15.6	3.5	2.4	17.5	3.1	8.3	2.6	-8.6	-2.1	-4.8	9.0
CCN(C(=O)COc1cc(=O)n(CC)c2ccccc12)c1cccc(Cl)c1	11.1	1.1	0.4	9.2	8.0	-8.6	1.0	1.7	1.9	4.5	-6.9
CCC(C)NC(=O)C1CCC(CNS(=O)(=O)c2ccccc2)CC1 (stereo not given)	-20.6	15.1	0.1	17.3	-16.2	-21.9	5.5	-5.7	4.2	8.1	-6.0
Cc1ccc(CNC(=O)c2ccc(CNc3c(N4CCCC4)c(=O)c3=O)cc2)cc1	14.3	1.9	-0.2	-6.0	7.2	23.8	2.6	2.2	-2.7	5.4	-3.9
COc1cc(C(=O)COC(=O)Cc2cnc3sccn23)cc(OC)c1OC	-0.5	-3.0	-1.9	-2.6	-13.0	-22.0	0.9	6.1	9.7	7.2	0.6
CCOc1ccc(N(CC)S(=O)(=O)c2ccc3c(c2)oc(=O)n3C)cc1	6.7	-3.0	-2.4	11.9	-5.9	-5.6	-1.3	-0.1	-15.8	8.2	-9.1
COCC(C)n1c(SCC(=O)N2CCc3ccccc3C2)nc2ccccc2c1=O (stereo not given)	14.5	22.9	-0.4	6.2	12.4	11.6	-1.6	-4.7	13.6	16.0	0.5
O=C(Cn1cnc2ccccc2c1=O)NNC(=O)c1ccccc1	9.0	15.2	-0.1	1.6	-1.5	-9.6	6.2	.	-8.7	10.7	-20.4
CC(C)[C@H](NS(=O)(=O)c1ccccc1)C(=O)OCC(=O)N1N=C(c2ccc(Cl)cc2)CC1c1ccco1 (stereo not given in full)	-12.2	55.6*	-2.0	-12.5	-94.2	4.5	24.1*	0.6	1.0	39.5	5.4
COc1cccc(-c2nc(CS(=O)(=O)CC(=O)NCCCN3CC(C)CC(C)C3)c(C)o2)c1 (stereo not given)	-7.4	-2.3	0.7	18.5	-2.2	-2.4	13.0	8.5	9.7	-18.6	-4.5
CCCCNC(=O)c1sc(=S)n2c1[nH]c(=O)c1ccccc12	-12.1	-19.3	0.1	-7.4	-19.6	-36.3	-7.5	-1.2	-8.5	56.4*	-8.3
COc1ccc2[nH]c3c(c2c1)CCN1C(=O)C(CC(=O)NCC24CC5CC(CC(C5)C2)C4)C[C@H](C(=O)N(C(C)C)C(C)C)[C@@]31C (stereo not given in full)	0.9	20.5	1.1	15.7	0.9	-25.7	-4.8	-3.0	2.0	11.9	-11.4
CCCCn1c(N)c(N(CC)C(=O)c2cc(OC)cc(OC)c2)c(=O)[nH]c1=O	15.0	16.2	0.4	-16.9	-23.5	-7.4	-2.3	13.1	-2.9	4.9	6.5
c1csc(-c2nnc(Cc3cccc4ccccc34)o2)c1	-11.7	-13.0	-3.8	1.8	-28.1	-21.3	-3.0	-4.5	-1.8	-19.4	-3.3
COc1ccc(OC)c(S(=O)(=O)Nc2ccccc2F)c1	-11.4	8.4	-2.2	-5.9	-8.1	-22.6	4.1	-4.8	0.1	4.8	-3.8
COc1ccc(NC(=O)COC(=O)Cc2c(F)cccc2Cl)cc1	16.1	-1.4	-0.2	5.2	-5.3	-1.1	-1.1	-11.7	-7.2	-25.8	-3.3
Cc1ccc(S(=O)(=O)N(C)CC(=O)NCC(c2ccc(F)cc2)N2CCOCC2)cc1 (stereo not given)	-0.2	18.2	2.6	3.0	-23.3	2.4	-11.0	-0.1	-8.4	0.9	5.0
C=CCN1C(=O)C(Cc2ccc(F)cc2)S/C1=N/N=C/c1cccs1 (stereo not given)	-2.6	-1.0	-5.9	3.9	-38.6	-25.4	-7.0	-3.7	-16.4	4.9	-1.9
CCN(CCN(C)C)C(=O)c1ccc2nc(C)c(N(C)C(=O)CCc3ccccc3)n2c1	0.5	2.3	-0.7	-16.3	9.3	10.9	5.0	.	5.7	1.9	-20.7
Cc1c(Cl)cccc1NC(=O)Nc1c(C)n(C)n(-c2ccccc2)c1=O	0.4	-19.0	-1.2	-14.6	6.6	-18.1	-7.5	-5.8	8.3	-5.2	-1.5
CC(=O)NCCC(=O)Nc1nc2ccc(Oc3ccccc3)cc2s1	-124.6	4.9	0.6	-118.3	-101.3	-55.6	4.4	5.4	-39.0	-61.7	6.1
O=C(NC1CCCCC1)C(CCc1ccccc1)N1CCOCC1 (stereo not given)	-2.7	7.3	-7.8	8.3	10.1	6.4	-4.4	.	-0.6	-3.8	-11.5
Cc1cc(C)n(-c2ccc(Oc3ccccc3)c(S(=O)(=O)O)c2)n1	-2.3	17.7	-2.2	15.9	15.6	7.3	-0.2	0.9	-12.1	-15.5	3.4
CCn1ccnc1CNCc1cn(-c2cc(C)ccc2C)nc1-c1ccccc1	3.1	-2.8	2.7	2.6	-14.4	-2.5	-3.8	-5.5	16.7	21.0	0.1
CN(C)S(=O)(=O)c1ccc(Cl)c(NC(=O)COC(=O)/C=C/c2ccc(S(=O)(=O)N3CCOCC3)cc2)c1	5.0	7.6	-5.2	-14.0	6.6	-4.0	-4.5	-5.8	-2.6	14.4	2.0

The closing two entries of the section before lead into the next:
SMILES	SRC3 inh	TWEAK-Fn14 inh	Exocytosis inh	LRH-1 inv ag	NCOA1 inh	SRC2 inh	ABHD5-PLIN5 inh	TLR9-MyD88 block	COUP-TFII inh	TROY NFkB inh	NOD2-RIPK2 inh
CCn1ccnc1CNCc1cn(-c2cc(C)ccc2C)nc1-c1ccccc1	3.1	-2.8	2.7	2.6	-14.4	-2.5	-3.8	-5.5	16.7	21.0	0.1
CN(C)S(=O)(=O)c1ccc(Cl)c(NC(=O)COC(=O)/C=C/c2ccc(S(=O)(=O)N3CCOCC3)cc2)c1	5.0	7.6	-5.2	-14.0	6.6	-4.0	-4.5	-5.8	-2.6	14.4	2.0
Cc1cccc(Cn2nc(C)cc2NC(=O)CCCn2ccc([N+](=O)[O-])n2)c1	14.2	-15.7	0.8	-9.8	-24.2	0.0	1.1	-3.6	-1.2	-12.2	-10.2
CCCCNC(=O)c1ccc2c(c1)C(=O)N(Cc1ccncc1)C2=O	-4.5	-19.6	-0.7	9.3	-6.6	-12.0	-5.7	-4.5	-10.9	8.8	-2.4
Cc1c(C(=O)NCC2COc3ccccc3O2)oc2ccc(S(=O)(=O)N3CCOCC3)cc12 (stereo not given)	15.4	57.4*	-4.2	23.1	26.5	-14.8	2.6	1.4	5.4	28.3	4.4
O=C(CN1CCN(Cc2ccccc2Cl)CC1)N/N=C/c1cccs1	1.7	-10.2	9.0	7.7	-1.9	3.9	-4.7	.	7.1	-2.1	-2.3
COC(=O)C1CCN(C(=O)CSc2nnc(-c3ccccc3)o2)CC1	19.4	0.2	1.9	-3.2	0.5	-30.9	-14.1	-6.0	-0.1	11.5	-2.2
C[C@@H]1CCCCO[C@@H](CN(C)C(=O)CCCN(C)C)[C@@H](C)CN([C@H](C)CO)C(=O)c2cc(NC(=O)CCC(F)(F)F)ccc2O1	-20.0	4.0	-2.2	3.0	1.7	3.7	-2.3	-11.2	-5.7	-4.5	-11.1
Fc1ccc(-[n+]2nc(Nc3ccccc3)sc2-c2c(Cl)cccc2Cl)cc1	4.4	23.6	3.2	-18.8	-2.8	-43.6	-1.6	18.1	-9.0	39.5	52.7*
Cc1ccc(-n2ncc3c(=O)n(CC(N)=O)cnc32)cc1	2.0	-0.1	-8.4	-13.3	-0.2	-37.9	-7.3	-9.1	7.7	21.4	-9.0
Cc1ccc2cc(C#N)c(SCC(=O)NCc3ccco3)nc2c1	-21.9	-11.9	-2.4	-32.1	-24.2	-18.9	7.5	10.4	-17.9	-23.9	-11.6
O=C1Nc2ccccc2SC1=Cc1ccccc1	-62.6	-0.2	-4.8	-13.9	-1.0	-63.6	3.6	-2.4	-41.0	-45.8	8.5
COC(=O)c1cc(-c2ccc(OC)cc2)n[nH]1	-39.3	-17.1	-1.8	-61.2	-45.2	-23.6	1.9	2.0	-42.6	-53.1	-6.2
COc1cc(OC)cc(-c2noc([C@@H]3O[C@H](CO)[C@@H](O)[C@H]3O)n2)c1	-8.4	-14.9	20.0	-1.5	-1.5	-43.8	-1.0	.	-8.1	-14.9	-7.6
NS(=O)(=O)c1ccc(NC(=O)c2ccc(S(=O)(=O)N3CCCCCC3)cc2)cc1	2.1	-1.6	-1.1	-9.7	9.6	-11.5	-5.1	4.8	5.3	-13.9	-13.2
O=C(CNC(=O)c1ccc2c(c1)OCO2)NCCOc1ccc(Cl)cc1	-12.4	3.7	1.3	-9.1	-17.4	-40.4	0.9	-3.1	-8.1	-7.6	8.8
COc1cccc(/C=N/Nc2nc(Nc3ccccc3)nc(-n3nc(C)cc3C)n2)c1O	25.8	34.7	51.0	49.1	11.0	10.8	0.1	7.2	16.0	-44.2	5.5
COC(=O)c1cc(S(=O)(=O)Nc2cc(OC)cc(OC)c2)cn1C	9.3	-9.6	-9.0	20.2	-3.0	14.8	-3.0	-8.5	14.1	8.7	-14.2
COC(=O)N/N=C1\CCCc2c(C)cc(C)cc21	11.0	-5.6	-0.2	-8.8	-11.8	4.5	-4.5	-0.3	18.4	0.9	-1.5
Cc1csc(NC(=O)C2CCCN(S(=O)(=O)c3ccc4c(c3)oc(=O)n4C)C2)n1 (stereo not given)	-9.2	2.2	-2.3	8.0	12.2	7.5	0.5	2.0	9.5	14.9	-4.8
CSc1ncccc1C(=O)OCC(=O)NCCCc1ccccc1	9.0	3.3	-1.3	-1.9	-2.5	5.5	-1.5	-6.2	-8.4	-8.6	1.3
CN(C)C(CNC(=O)c1ccc2ccccc2c1)c1ccco1 (stereo not given)	-9.7	3.9	-0.8	-43.2	-31.5	-16.0	5.4	10.8	-16.7	-31.9	7.2
CNC(=O)OC1CC2CC1[C@H]1CCCCN1C2=O (stereo not given in full)	.	14.2	4.1	-22.9	.	-7.7	-1.9	.	7.6	-2.1	-7.1
COc1cccc(N=Nc2c(=O)[nH]n3c(=O)c4c([nH]c23)CCC4)c1	1.4	-17.1	2.4	3.1	-11.3	2.0	5.3	-4.1	-7.6	5.6	-7.2
CCCCN(C(C)=O)c1ccc2c(c1)C1CC2CCN1C(=O)OCc1ccccc1 (stereo not given)	22.6	32.5	2.4	13.9	15.7	17.2	0.8	-1.2	54.8*	20.1	1.2
CC1C(=O)N(Cc2cn(CCC3OCCCO3)nn2)CCS(=O)(=O)N1Cc1ccc(-c2ccncc2)cc1 (stereo not given)	12.4	-10.5	3.1	12.5	-0.5	-7.2	6.2	-3.8	9.0	-12.4	-0.6
Cc1[nH]c2ccccc2c(=O)c1C(=O)/C=C/c1ccccc1	72.2*	88.1*	-1.4	41.0	64.1*	65.2*	31.7*	-1.2	10.9	63.6*	6.9
CC(=O)N1CCOc2ccc(S(=O)(=O)NCCc3ccccc3)cc21	11.5	0.6	2.5	5.3	-5.5	-9.4	10.7	-1.8	5.8	-44.8	4.8
C=CCn1c(C)cc(C(=O)CSc2nc3ccccc3c(=O)[nH]2)c1C	-101.8	14.0	9.5	-99.9	-74.3	-42.3	1.9	-8.5	-17.4	-11.5	-16.1
